Lipid droplet – hepatic lipid droplet formation modulation; AML12 mouse hepatocytes, oleate lipid droplets, BODIPY imaging; inhibition, % at 6.5 µM; 240,000 tested, 0.4% active;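 active = lipid droplet intensity inhibited by at least 50%, with more than 500 cells counted; inconclusive = wells with under 300 cells, treated as cytotoxic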
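Technique: fluorescence imaging, 20x objective, two fields per well / Assay system: AML12 hepatocytes (mouse) / Measure: % inhibition of lipid droplet signal / Doses: 6.5 µM single-point dosing / Incubation: overnight exposure / Reagent: 100 µM oleic acid challenge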
K1F lysis inhibition – protection from phage-mediated lysis, alamar blue read-out – E. coli UTI89, K1F phage, bacterial capsule biogenesis inhibitors (AID 488966); 340,000 tested, 0.02% active; one-dose inhibition, % at 100 µM; IC50 in µM for titrated hits; E. coli UTI89 K1F phage lysis, alamar blue, 2 h; higher % means a stronger effect;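 active = phage lysis inhibition, versus mean bacterial control, above a set limit; inconclusive = no clear call, values can overlap the other calls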;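 note: capsule biogenesis inhibitors block K1F phage lysis so surviving cells raise fluorescence; higher fluorescence means more inhibition of phage lysis; actives were called in the ten point dose series up to 300 µM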
CSM14.1 death rescue – rescue of cells from ER stress-induced death, primary screen, 384-well, CSM14.1, thapsigargin, ATP luminescence (AID 1222) | CSM14.1 thapsigargin-induced death rescue, ATP luminescence; higher % means a stronger effect | cellular ATP content (survival), % at 20 µM, or EC50 in µM where a hit was titrated | 190,000 tested, under 10 active;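 active = EC50 below 50 µM in the dose-response confirmation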;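 note: death triggered by thapsigargin at about 15 µM added after 2 h compound pretreatment; cell ATP read after overnight thapsigargin exposure of roughly 18 to 22 hours; normalized against plate controls of thapsigargin alone and 5% DMSO vehicle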
PMI inhibitors – inhibitors of human PMI, primary screen, biochemical, fluorescence intensity, coupled assay (AID 1209); purified PMI enzyme, coupled fluorescence intensity; higher % means a stronger effect; inhibition, % at 20 µM, or IC50 in µM where a hit was titrated; 190,000 tested, 0.42% active;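 note: plate controls were DMSO vehicle for no effect and wells lacking substrate for full effect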
WT yeast gro inh – growth inhibition of WT yeast, mitochondrial fusion screen; mitochondrial fusion phenotypic screen, WT strain; inhibition, % at 10 µM; 190,000 tested, 2.1% active; in the data active = inhibition above about 58%; tested in S. cerevisiae
PMI inhibition – human PMI inhibitors, high substrate, primary screen, biochemical, fluorescence intensity, high mannose 6-phosphate (AID 1220) | inhibition, % at 20 µM; hits with a dose series show IC50 in µM | 190,000 tested, 0.66% active | recombinant PMI enzyme, coupled fluorescence intensity; higher % means a stronger effect
TNAP activators – human TNAP enzyme activators, primary screen, biochemical, luminescent, no phosphate acceptor, uHTS (AID 1001); purified TNAP, luminescent activation assay, no phosphate acceptor; higher activation fold means a stronger effect; activation fold at 20 µM, or EC50 in µM where a hit was titrated; 200,000 tested, 0.03% active; in the data active = activation fold from about 3, or a potency from the dose series; inactive = the rest, 99 in 100 with activation fold below about 1.6; note: many of its hits are not listed in these tables
P. falciparum M1AAP – malaria alanyl aminopeptidase activity blockers – biochemical, fluorogenic H-Leu-NHMec substrate, 1536-well (AID 1445); recombinant M1AAP, H-Leu-NHMec fluorogenic kinetic assay; higher % means a stronger effect; one-dose inhibition, % at 30 µM; IC50 in µM for titrated hits; 220,000 tested, 0.42% active;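 active = primary inhibition above the hit cutoff, then over 50% inhibition at one or more dose response concentrations, cut at about 23% in these data, passing the limit was not always enough; inconclusive = conflicting primary data, or primary hits not chosen for dose response; inactive = low primary inhibition, or under 50% at every dose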;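 note: plate controls were DMSO full reaction for no effect and no enzyme background for full effect; strong numbers were not always called active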
Myeloid diff 2 – compounds promoting myeloid differentiation; ER-HoxA9 myeloid progenitors, lysozyme-GFP differentiation, flow cytometry; calls only at 10 µM; 360,000 tested, 1% active; AID 624256;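 active = normalized GFP-positive differentiation at or above the plate's own cutoff, the solvent-only control mean plus 3 SD; inconclusive = no clear call, values can overlap the other calls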;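 note: cells exposed to compound for four days before flow analysis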
WT yeast gro inh mutant strain – further read-out of WT yeast gro inh, marked with its call; inhibition, %; mitochondrial fusion phenotypic screen, mutant strain inhibition
Lipid droplet cells 6.5 µM – also measured in Lipid droplet; calls as there; cell count; measured here: cell count, cytotoxicity flag;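 cells counted across two imaged fields per well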
Myeloid diff 2 GFP+ MAC1+ % – also measured in Myeloid diff 2; calls as there; GFP+ MAC1+ double positive, %; measured here: differentiation confirmed by MAC1 staining
* hit, by the source's call; i = inactive; ? = inconclusive; · = not tested or not shown; [ ] = remark or other dose. Cut-off read from the data, not from the text of the source, unless noted: active = inhibition above about 50%; inactive = the rest.

SMILES	Lipid droplet	Lipid droplet cells 6.5 µM	K1F lysis inhibition	CSM14.1 death rescue	PMI inhibitors	WT yeast gro inh	WT yeast gro inh mutant strain	PMI inhibition	TNAP activators	P. falciparum M1AAP	Myeloid diff 2	Myeloid diff 2 GFP+ MAC1+ %
CCN(CC)CCC(C)OC(c1ccccc1)c1ccccc1 (stereo unspecified)	6	746	-0.2%	-1.9%	-8%	4	0	-12%	1.1	2%	i	0.5
C/C(=N\NC(=S)NC(C)C)c1ccco1	6	757	0.4%	-1.7%	9%	-11	-7	4%	1.1	3%	·	·
O=c1oc2cc(O)ccc2c2ccccc12	0	762	-1.5%	3.2%	-9%	15	12	-17%	1.1	12%	·	·
CCCc1cc(=O)[nH]c(SCc2ccccc2Cl)n1	17	789	1.3%	1.2%	4%	29	30	-1%	1.2	5%	i	0.6
O=C(CCl)Nc1nc(-c2ccco2)c(-c2ccco2)s1	1	621	-8.6%	6.1%	-20%	11	20	-7%	1.1	10%	i	0.1
COc1ccc(N2C(=O)C(Cl)=C(Nc3c(C)n(C)n(-c4ccccc4)c3=O)C2=O)cc1	9	696	7.7%	-1.4%	-3%	9	19	-7%	1.1	4%	i	4.9
Cc1nn(C(C)C)c(C)c1CN1CCCC(CCC(=O)NCc2ccccc2F)C1 (stereo unspecified)	-2	776	0.9%	-0.6%	17%	9	8	10%	1	5%	i	0.1
O=C(Nc1ccc(F)cc1F)c1csc(-c2ccccc2)n1	21	678	0.2%	-1.4%	12%	18	21	10%	1.1	-1%	i	0.2
Cc1ccc(C(=O)C2=C(O)C(=O)N(CCCn3ccnc3)C2c2ccc(OC(C)C)cc2)o1 (stereo unspecified)	·	·	7.5%	-1.6%	4%	8	-17	6%	1	8%	i	2.7
OC(CNCc1ccc2c(c1)OCO2)COc1ccc(F)cc1 (stereo unspecified)	13	676	0.6%	·	·	·	·	·	·	2%	i	0.4
Cc1cc(C)nc(SCC(=O)NNC(=O)c2ccccc2C)n1	-1	696	0.2%	-0.7%	-6%	5	13	-3%	1.1	-1%	i	0.4
COc1ccc(C(C(=O)NC2CCCC2)N(CC2CCCO2)C(=O)Cn2nnc(-c3ccc(C)o3)n2)cc1 (stereo unspecified)	0	671	0.2%	1.5%	5%	10	16	5%	1	-6%	i	0.9
OC(COc1ccc2ccccc2c1)CN1CCN(c2ccc(F)cc2)CC1 (stereo unspecified)	-14	633	?	·	23%	17	15	22%	1.1	7%	i	3.9
Cc1ccccc1C(=O)NNC(=O)CSc1nc(-c2ccccc2)cc(=O)[nH]1	23	716	-0.3%	0.0%	-7%	1	0	-7%	0.3	-2%	i	1.0
COc1cc([N+](=O)[O-])cc(/C=N/NC(=O)CC#N)c1O	-3	665	·	0.6%	27%	9	-4	21%	1	43%	·	·
COc1cc(/C=N/N=C2/NC(=O)C(CC(=O)O)S2)ccc1OCc1ccc(Cl)cc1 (stereo unspecified)	-11	585	1.8%	-2.7%	0%	-5	-3	-6%	1.2	22%	i	0.6
COC(=O)C1CCN(C(=O)c2c(-c3ccccc3Cl)noc2C)CC1	4	706	1.9%	·	6%	-7	-3	9%	1.1	-1%	i	1.2
COC(=O)c1ccccc1NC(=O)CN1CCOCC1	·	·	0.1%	-0.2%	1%	1	6	0%	1.1	-1%	i	2.2
COc1ccc(OC)c(-c2c3cc(O)c(=O)cc-3oc3cc(O)c(O)cc23)c1	28	674	2.9%	2.4%	61%*	58*	48*	55%*	3.9*	7%	i	0.2
O=C(CN(c1ccc2c(c1)OCCO2)S(=O)(=O)c1ccccc1)N1CCN(Cc2ccccc2)CC1	-2	685	-0.1%	2.2%	12%	11	9	6%	1.1	8%	i	1.1
CCOC(=O)c1ccoc1CSCc1ccc(C(=O)OC)o1	-3	806	0.0%	-0.5%	16%	21	15	9%	1.1	-4%	i	0.8
O=c1[nH]c(NCc2ccccc2)nc2c1CCCC2	-4	652	0.1%	-2.4%	21%	7	-30	19%	1.1	-2%	i	0.8
Cc1cc(C)n2nc(/C(C#N)=C/c3ccccn3)c(C#N)c2n1	·	·	-0.8%	3.5%	5%	4	-3	2%	1.1	12%	?	·
CCCCSCCCNC(=O)Nc1ccc(CC)cc1	2	735	-0.2%	-2.4%	5%	24	13	4%	1.2	2%	i	0.6
Cc1ccc2[nH]c3c(c2c1)CN(C(=O)CN1c2ccc(F)cc2CCC1C)CC3 (stereo unspecified)	·	·	-0.4%	-0.7%	8%	-13	7	13%	0.9	11%	i	0.5

Continuation:
| SMILES | Lipid droplet | Lipid droplet cells 6.5 µM | K1F lysis inhibition | CSM14.1 death rescue | PMI inhibitors | WT yeast gro inh | WT yeast gro inh mutant strain | PMI inhibition | TNAP activators | P. falciparum M1AAP | Myeloid diff 2 | Myeloid diff 2 GFP+ MAC1+ % |
| --- | --- | --- | --- | --- | --- | --- | --- | --- | --- | --- | --- | --- |
| COc1ccc(NC(=O)COC(=O)c2cc(SC)ccc2Cl)c(OC)c1 | 7 | 560 | 1.3%[50 µM] | 0.3% | 7% | 8 | 6 | -9% | 0.9 | 5% | i | 0.2 |
| Cc1ccc(NC(=O)C2CC(=O)n3ncnc3N2)cc1 (stereo unspecified) | -1 | 781 | -1.7% | -0.7% | -4% | 3 | 16 | -3% | 1 | 5% | i | 9.6 |
| CCS(=O)(=O)c1ccc2c(c1)NC(=O)C(CCO)O2 (stereo unspecified) | 5 | 756 | 0.4% | -0.9% | 15% | 2 | 15 | 14% | 1.1 | -1% | i | 0.6 |
| Cc1cc(-n2c(C)cc(C(=O)CSc3nnnn3-c3ccc(Cl)cc3)c2C)no1 | 2 | 746 | 0.1% | -0.4% | -8% | -5 | -5 | -16% | 1.1 | -4% | i | 6.3 |
| CC(=O)c1cccc(NC(=O)C2CCN(S(=O)(=O)c3ccccc3)CC2)c1 | 1 | 764 | 1.4% | -4.0% | 8% | -12 | -6 | 1% | 1.1 | -4% | i | 8.9 |
| COc1ccc(S(=O)(=O)CCC(=O)NCCc2ccc(C)cc2)cc1 | 5 | 733 | 0.8% | -1.0% | 11% | -1 | -2 | 11% | 1 | -4% | i | 8.1 |
| CN=C(Nc1cccc(Cl)c1)SC1CC(=O)N(c2ccc(OC)cc2)C1=O (stereo unspecified) | 0 | 761 | · | -0.2% | 18% | 29 | 7 | 14% | 1.1 | 1% | i | 0.3 |
| Cc1ccc(OC(C)C(=O)N2CCCc3ccccc32)cc1 (stereo unspecified) | -22 | 772 | 3.5% | -1.7% | 6% | 16 | 28 | 5% | 1.1 | 0% | i | 1.0 |
| Cc1ccc(SCc2ccc(C(=O)N3CCCCC3)cc2)cc1 | 1 | 683 | 0.2% | -2.2% | 15% | 50 | 14 | 15% | 0.9 | 2% | i | 0.1 |
| COc1ccc(/C=C2\N=C(C)OC2=O)cc1[N+](=O)[O-] | 18 | 776 | 0.0% | · | · | · | · | · | · | -4% | i | 0.7 |
| Cc1sc2nc(CSc3nnc(Cc4cccs4)n3C3CCCCC3)[nH]c(=O)c2c1C | · | · | 1.6% | -1.1% | -32% | -7 | 4 | -32% | 1.1 | 5% | i | 0.8 |
| Cc1ccccc1S(=O)(=O)Cc1ccc(C(=O)NCc2cccs2)o1 | · | · | 1.3% | 1.1% | -4% | 8 | 6 | -7% | 1.2 | 0% | i | 0.8 |
| Clc1ccc(COc2ccccc2CNCc2cccnc2)cc1 | -8 | 729 | 8.5% | 0.9% | -5% | 9 | -1 | -10% | 1 | 11% | i | 1.0 |
| COc1ccc(NC(=O)C2CCN(S(C)(=O)=O)CC2)cc1 | -1 | 779 | 0.1% | 1.4% | -2% | 4 | 7 | -11% | 1.1 | 0% | i | 0.3 |
| O=C(/C=C/c1c(Cl)cccc1Cl)Nc1ccncc1 | · | · | 0.8% | -2.7% | 10% | 17 | 15 | 9% | 1.1 | 14% | i | 2.6 |
| Cc1ccc(-n2nnnc2-c2cccnc2)cc1 | -10 | 669 | 1.4%[50 µM] | · | · | · | · | · | · | 1% | i | 0.7 |
| CC1=NC(C)(C)Cc2c(C)cccc21 | 7 | 716 | 0.3% | -1.2% | 8% | -3 | 6 | -6% | 1 | 0% | i | 0.2 |
| CCCN1C(=O)/C(=C/c2ccc3c(c2)OCO3)NC1=S | -16 | 745 | -0.2% | -1.6% | -11% | 17 | 23 | -11% | 0.9 | 6% | i | 0.1 |
| N/C(=N\O)c1ccc(N2CCN(c3ncccc3C(F)(F)F)CC2)nc1 | 2 | 665 | -0.6% | · | · | · | · | · | · | 17% | i | 0.7 |
| COc1ccc(C(=O)NCCc2ccc(S(N)(=O)=O)cc2)cc1OC | -2 | 705 | 0.2% | -2.9% | 2% | -11 | -12 | -3% | 1.1 | 8% | i | 1.1 |
| O=C(NC(=O)c1ccc(Cl)cc1)OC1CCCCC1 | -19 | 733 | 0.6%[50 µM] | -1.3% | -6% | -7 | 0 | -4% | 1.1 | 7% | i | 0.4 |
| CCOC(=O)NC(NCc1ccccc1)(C(F)(F)F)C(F)(F)F | -7 | 641 | 4.0% | -1.0% | 16% | 5 | 11 | 7% | 0.9 | 7% | i | 0.0 |
| O=C(O)c1cccc(Nc2cc(Cl)c3nonc3c2[N+](=O)[O-])c1 | 10 | 697 | -1.7% | 0.4% | 9% | 5 | -5 | 38% | 0.9 | 7% | i | 0.2 |

Arranged by SMILES length (high to low): some entries from above
| SMILES | Lipid droplet | Lipid droplet cells 6.5 µM | K1F lysis inhibition | CSM14.1 death rescue | PMI inhibitors | WT yeast gro inh | WT yeast gro inh mutant strain | PMI inhibition | TNAP activators | P. falciparum M1AAP | Myeloid diff 2 | Myeloid diff 2 GFP+ MAC1+ % |
| --- | --- | --- | --- | --- | --- | --- | --- | --- | --- | --- | --- | --- |
| Cc1sc2nc(CSc3nnc(Cc4cccs4)n3C3CCCCC3)[nH]c(=O)c2c1C | · | · | 1.6% | -1.1% | -32% | -7 | 4 | -32% | 1.1 | 5% | i | 0.8 |
| CN=C(Nc1cccc(Cl)c1)SC1CC(=O)N(c2ccc(OC)cc2)C1=O (stereo unspecified) | 0 | 761 | · | -0.2% | 18% | 29 | 7 | 14% | 1.1 | 1% | i | 0.3 |
| COC(=O)C1CCN(C(=O)c2c(-c3ccccc3Cl)noc2C)CC1 | 4 | 706 | 1.9% | · | 6% | -7 | -3 | 9% | 1.1 | -1% | i | 1.2 |
| Cc1cc(C)nc(SCC(=O)NNC(=O)c2ccccc2C)n1 | -1 | 696 | 0.2% | -0.7% | -6% | 5 | 13 | -3% | 1.1 | -1% | i | 0.4 |
